PAX8 inh HTS: inhibitors of PAX8-driven TPO luciferase reporter, primary screen, RMG-I cells, single concentration; inhibition, % at 12.6 µM; 360,000 compounds, 1.2% hits; SteadyGlo, 24 h;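 active means mean replicate inhibition at least 60% with every replicate also reaching 60%; inconclusive means only one of the two criteria is met; inactive means mean below 60% and not all replicates reaching 60%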;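 further: luciferase light reporting Pax8 driven TPO promoter activity; plate controls were median of neutral control wells for no effect and mitoxantrone controls for full effect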
EWS-Fli inh: EWS/Fli-driven NR0B1 reporter inhibitors, primary screen, A673 cells, NR0B1 luciferase, luminescence, MLPCN library. viability-normalised. inhibition, % at 12.6 µM. 350,000 compounds, 0.67% hits;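 active means mean inhibition of at least 50% after viability correction, with every replicate also passing that limit; inconclusive means mean reaches 50% but only one of two replicates passes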;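 further: firefly luciferase signal divided by Alamar Blue viability fluorescence both relative to DMSO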
CFTR F508del cor: F508del CFTR correction, initial screen, CFBE line, single point | CFBE cells, YFP halide quenching; stimulated with forskolin plus potentiator P3; % fluorescence drop versus neutral controls | activity (quench increase), % at 7.58 µM | 350,000 compounds, 0.36% hits;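 active means mean added fluorescence quench of at least 8% versus neutral control, with both replicates also reaching 8%; inconclusive means only one of the mean or replicate conditions met; inactive means mean below 8% and not both replicates reaching 8%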;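 further: cells transiently co-express mutant CFTR-F508del with the halide-sensitive YFP; corrector assay measuring rescue of mutant channel to the surface after 24 h compound exposure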
DENV2 CPE rescue: inhibitors of DENV2 cytopathic effect, primary screen, cell-based, plate reader, single concentration. AID 651640, 2012. CPE inhibition, % at 9.99 µM. DENV2-infected cells, cytopathic effect rescue. 350,000 compounds, 1.7% hits; in the data active means CPE inhibition above about 20%, passing the limit was not always enough; inconclusive means no clear call, values can overlap the other calls; tested in BHK-21 cells;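 further: 0% = median of neutral control wells and 100% = median of positive control wells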
INS-1E GSIS act: GLuc luminescence reporter in INS-1E cells, primary screen for activators of glucose-dependent secretion of insulin; INS-1E GLuc reporter insulin secretion, 2-3 h; activation, % at 16.6 µM; 370,000 compounds, 0.61% hits; AID 743287, 2014;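 active means lowest replicate activation of at least 40%, so every replicate reaches that level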;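 further: 0% = median of neutral control wells and 100% = median of IBMX positive control wells; some compounds called inactive have numbers as strong as hits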
miR-122 sensor: miR-122 Renilla sensor signal increase in Huh7, primary screen, miR-122 inhibitor project, cell-based, single point, plate reader | Huh7 miR-122 Renilla luciferase sensor, 48 h; neutral wells = 0, positive control = 100 | activation (reporter increase), % at 12.5 µM | 340,000 compounds, 0.3% hits;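 active means mean replicate activation score at least 90 and every replicate individually at or above 90; inconclusive means only one of the two criteria met; inactive means neither criterion met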;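 further: higher luciferase means less miR-122 activity so hits act as miR-122 inhibitors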
FN deposition inh: inhibitors of fibronectin matrix deposition, primary screen, AH1F cells, Alexa488-fibronectin fluorescence, plate reader | AH1F fibroblasts, overnight | inhibition, % at 12.6 µM | 350,000 compounds, 0.086% hits;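 active means mean inhibition across replicates of 30% or more, regardless of how many single replicates reach that level; inconclusive means mean under 30% yet at least half of replicates reach 30%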;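 further: positive control wells lacked labelled fibronectin entirely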
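Material: AH1F fibroblast monolayer depositing Alexa488-labelled fibronectin into matrix | Input: 10000 AH1F cells/well | Medium: DMEM plus 2% serum, read in PBS | Reagent: Alexa488-fibronectin, 24 nM final in well | Compound dosing: One dose per compound, pinned | Schedule: 1 h adhesion, overnight exposure | Measured by: Fluorescence at 485 nm excitation, 525 nm emission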
Starred values were filed as active, the others as inactive; [ ] = another dose, or the depositor's remark.

For CC=Cc1ccc2n(c1=O)C[C@H]1[C@H](CO)[C@@H](C(=O)N3CCc4ccccc4C3)[C@@H]2N1Cc1ccncc1 (mixture of isomers) the results were PAX8 inh HTS 12, EWS-Fli inh -2, CFTR F508del cor 4.3, DENV2 CPE rescue -8, INS-1E GSIS act -9 and miR-122 sensor 5[16.7 µM].
`COc1ccccc1NC(=O)Nc1ccnn1C1CCN(C(=O)c2cccnc2)CC1` gave PAX8 inh HTS -8, CFTR F508del cor 1.5, DENV2 CPE rescue 3, INS-1E GSIS act 4 and FN deposition inh -2.
Screening CCOC(=O)N/N=C(/C)c1ccc(N2C(=O)C3CCCCC3C2=O)cc1 (centres undefined) returned PAX8 inh HTS 11, EWS-Fli inh -2, CFTR F508del cor -1.4, DENV2 CPE rescue 3, INS-1E GSIS act 12 and FN deposition inh 0.
For COc1ccc(NC(=O)Nc2ncccc2C)cc1 the results were EWS-Fli inh -74, CFTR F508del cor -0.5, DENV2 CPE rescue 10, INS-1E GSIS act 7 and miR-122 sensor -4.
COc1cc(C(=O)Nc2cccc(NC(=O)c3ccccc3)c2)cc(OC)c1OC was read as PAX8 inh HTS 12, EWS-Fli inh -3, CFTR F508del cor 0.8, DENV2 CPE rescue -1, INS-1E GSIS act -19, miR-122 sensor -3 and FN deposition inh 3.
For CC(=O)Nc1ccc(SCC(=O)c2cc(C)ccc2C)cc1 the results were PAX8 inh HTS -15, EWS-Fli inh -10, CFTR F508del cor -1.5, DENV2 CPE rescue -3, INS-1E GSIS act -5, miR-122 sensor -1 and FN deposition inh -1.
`Cc1c(C(=O)N(CCc2ccccc2)Cc2ccccc2)cccc1[N+](=O)[O-]` gave PAX8 inh HTS -9, CFTR F508del cor -1.5, DENV2 CPE rescue -4, INS-1E GSIS act 3 and FN deposition inh -1.
For COc1ccc(NC(=O)Nc2ccc3c(c2)C(=O)N([C@H](C)CO)C[C@H](C)[C@@H](CN(C)Cc2ccncc2)OCCCC[C@H](C)O3)cc1 the results were PAX8 inh HTS 0, EWS-Fli inh -1, CFTR F508del cor 0.1, INS-1E GSIS act -10 and miR-122 sensor -1[16.7 µM].
Screening O=C(N/N=C/c1ccccc1O)NC12CC3CC(CC(C3)C1)C2 returned PAX8 inh HTS -108, EWS-Fli inh -64, CFTR F508del cor -0.4, DENV2 CPE rescue 2, INS-1E GSIS act -26 and FN deposition inh -12.
CC1CC(C)CN(CCCNC(=O)c2ccc3nc(N4CCCCC4)sc3c2)C1 (centres undefined) was read as PAX8 inh HTS -143, EWS-Fli inh -42, CFTR F508del cor -2.5, DENV2 CPE rescue 4, INS-1E GSIS act -1, miR-122 sensor -3 and FN deposition inh -9.
`Nc1nc(-c2ccccc2)c(-c2ccccc2)o1` gave PAX8 inh HTS -9, EWS-Fli inh 4, CFTR F508del cor -0.5, DENV2 CPE rescue 3, INS-1E GSIS act -15, miR-122 sensor 2 and FN deposition inh -1.
`O=C(NCC1CCCN1S(=O)(=O)c1cccs1)c1ccc(F)c(F)c1` (centres undefined) gave PAX8 inh HTS -1, EWS-Fli inh 6, CFTR F508del cor 0.8, DENV2 CPE rescue 3, INS-1E GSIS act -16 and miR-122 sensor 2.
For O=C(C[C@H]1CC[C@H]2[C@@H](COC[C@@H](O)CN2Cc2cc(F)cc(F)c2)O1)NC1CCCC1 the results were PAX8 inh HTS 2, EWS-Fli inh 1, CFTR F508del cor -0.4, DENV2 CPE rescue -1, INS-1E GSIS act 6, miR-122 sensor 1[16.7 µM] and FN deposition inh -7.
For COCCNC(=O)c1ccc2c(c1)ncn2-c1cccc(C)c1 the results were PAX8 inh HTS -26, EWS-Fli inh -11, CFTR F508del cor 0.9, DENV2 CPE rescue 6, INS-1E GSIS act 8, miR-122 sensor 9 and FN deposition inh 10.
For Cc1c(C(=O)NCc2ccc(F)cc2)sc(=O)n1Cc1ccccc1 the results were PAX8 inh HTS -5, EWS-Fli inh 2, CFTR F508del cor 0.2, DENV2 CPE rescue 9, INS-1E GSIS act -14 and FN deposition inh 2.
Cc1ccc(S(=O)(=O)NCC[C@H]2CC[C@@H](NC(=O)C3CCOCC3)[C@@H](CO)O2)cc1 was read as PAX8 inh HTS 3, EWS-Fli inh 2, CFTR F508del cor 2.8, DENV2 CPE rescue -5, INS-1E GSIS act 0 and FN deposition inh 10.
For O=C(O)c1cn(-c2ccccc2)nc1-c1cccnc1 the results were INS-1E GSIS act -7, miR-122 sensor -3 and FN deposition inh 4.
For O=C(c1ccc2c(c1)OCO2)N1CCC2(CC1)Oc1ccc(F)cc1C(=O)C21CC(c2ccccc2)=NO1 (centres undefined) the results were PAX8 inh HTS 3, EWS-Fli inh 0, CFTR F508del cor -1.0, DENV2 CPE rescue -15, miR-122 sensor -5 and FN deposition inh 2.
`N#CCNC(=O)c1nn2c(C(F)(F)F)cc(-c3ccccc3)nc2c1Br` gave PAX8 inh HTS 7, EWS-Fli inh 5, CFTR F508del cor 1.9, DENV2 CPE rescue 7 and FN deposition inh 0.
Screening CCN(CC)CC(=O)Nn1c(C)nc2c(ncn2-c2ccccc2)c1=O returned PAX8 inh HTS 11, EWS-Fli inh 2, DENV2 CPE rescue -6, INS-1E GSIS act -4 and FN deposition inh -1.
Screening O=C(CSc1ncnc2c1nnn2Cc1ccc(F)cc1)NC1CCCC1 returned PAX8 inh HTS -10, EWS-Fli inh 8, CFTR F508del cor -2.0, DENV2 CPE rescue 17, INS-1E GSIS act -9 and FN deposition inh -1.
CC(Sc1nc(C(C)(C)C)cc(-c2ccccc2)c1C#N)C(=O)Nc1ccccc1 (centres undefined) was read as PAX8 inh HTS 6, INS-1E GSIS act 3, miR-122 sensor 1 and FN deposition inh -6.
`CCOC(=O)C1CCCN(CCc2ccccc2)C1` (centres undefined) gave PAX8 inh HTS -5, EWS-Fli inh 17, CFTR F508del cor -2.0, DENV2 CPE rescue 3, INS-1E GSIS act 14, miR-122 sensor -2 and FN deposition inh -4.
O=C1OCCC1Sc1nnc(-c2ccc3c(c2)OCO3)o1 (centres undefined) was read as PAX8 inh HTS 11, EWS-Fli inh -6, CFTR F508del cor -2.1, DENV2 CPE rescue 2 and FN deposition inh 1.
For O=C(O)CC1Oc2ccc(Cl)cc2NC1=O (centres undefined) the results were PAX8 inh HTS -3, EWS-Fli inh -2, CFTR F508del cor -2.9, DENV2 CPE rescue -1, INS-1E GSIS act -1 and FN deposition inh -23.
For CC(C)(CNC(=O)c1cccc(S(=O)(=O)NCc2ccccc2)c1)N1CCOCC1 the results were PAX8 inh HTS -2, EWS-Fli inh 0, CFTR F508del cor -2.7, DENV2 CPE rescue 0, INS-1E GSIS act 10, miR-122 sensor 1 and FN deposition inh 5.
Screening Cc1ccccc1-c1nc(CS(=O)(=O)CC(=O)NCc2ccc3c(c2)OCO3)c(C)o1 returned PAX8 inh HTS 12, EWS-Fli inh 5, CFTR F508del cor 0.4, DENV2 CPE rescue 4, INS-1E GSIS act -24, miR-122 sensor -4 and FN deposition inh -6.
`COc1ccc(C(C(=O)Nc2ccc(C(C)C)cc2)N(C)C(=O)c2ccc(=O)[nH]c2)cc1` (centres undefined) gave PAX8 inh HTS 17, EWS-Fli inh 15, CFTR F508del cor 0.9, DENV2 CPE rescue 0, INS-1E GSIS act -6, miR-122 sensor -4 and FN deposition inh -59.
Cn1c(CN2CCOCC2)nnc1SCc1ccc(C#N)cc1 was read as PAX8 inh HTS 4, EWS-Fli inh 1, CFTR F508del cor -1.2, DENV2 CPE rescue -5, INS-1E GSIS act -2 and FN deposition inh -13.
For CCc1cc2c(CN3CCN(CCO)CC3)cc(=O)oc2cc1O the results were PAX8 inh HTS -30, miR-122 sensor -2 and FN deposition inh -1.
`C[C@@H]1CN([C@@H](C)CO)C(=O)CCCn2cc(nn2)CO[C@@H]1CN(C)Cc1ccc2c(c1)OCO2` gave EWS-Fli inh 1, CFTR F508del cor -0.4, DENV2 CPE rescue -3, INS-1E GSIS act 7, miR-122 sensor -3[16.7 µM] and FN deposition inh -10.
`NC(=O)CC(NC(=O)c1ccc(Br)cc1)c1ccc(N2CCC(Br)CC2)c([N+](=O)[O-])c1` (centres undefined) gave PAX8 inh HTS 6, EWS-Fli inh 23, CFTR F508del cor -2.4, DENV2 CPE rescue -3, INS-1E GSIS act -50, miR-122 sensor -2 and FN deposition inh 7.
For FC(F)(F)c1nc2nccnc2[nH]1 the results were PAX8 inh HTS -18, EWS-Fli inh -3, CFTR F508del cor -0.9, DENV2 CPE rescue -2, INS-1E GSIS act 8 and FN deposition inh -5.
COc1ccccc1NC(=O)Nc1nc(CC(=O)Nc2ccc(N(C)C)cc2)cs1 was read as PAX8 inh HTS -36, EWS-Fli inh -31, CFTR F508del cor -2.0, DENV2 CPE rescue 2, INS-1E GSIS act -5, miR-122 sensor -1 and FN deposition inh 1.
Screening CCOc1ccccc1OCC(=O)NC1CCSc2ccccc21 (centres undefined) returned PAX8 inh HTS -10, EWS-Fli inh -42, CFTR F508del cor -0.9, DENV2 CPE rescue inconclusive, miR-122 sensor -1 and FN deposition inh -22.
Screening Cc1cccc(-c2ncc(CN3CCN(C4CCCC4)C(CCO)C3)cn2)c1 (centres undefined) returned PAX8 inh HTS -12, EWS-Fli inh 9, DENV2 CPE rescue 5, INS-1E GSIS act 3 and miR-122 sensor 5.
For COc1ccc(C(=O)O/N=C(\N)c2ccccn2)c(OC)c1 the results were PAX8 inh HTS -5, EWS-Fli inh 25, CFTR F508del cor -0.5, DENV2 CPE rescue 2, INS-1E GSIS act 4 and FN deposition inh -1.
`C/C(CC(=O)NC(C)C)=N\NC(=O)C(c1ccccc1)c1ccccc1` gave PAX8 inh HTS -10, EWS-Fli inh 8, DENV2 CPE rescue -1 and INS-1E GSIS act 1.
`O=C(CNC(=O)c1ccc2c(c1)OCO2)Nc1ncccc1O` gave PAX8 inh HTS -111, EWS-Fli inh -77, CFTR F508del cor -1.0, DENV2 CPE rescue -5, INS-1E GSIS act 2, miR-122 sensor 2 and FN deposition inh 5.
For O=C(NCC(F)(F)F)[C@@H]1[C@@H](CO)[C@@H]2Cn3c(cccc3=O)[C@@H]2N1C(=O)C1CCC1 the results were EWS-Fli inh 2, CFTR F508del cor -1.9, DENV2 CPE rescue -1, INS-1E GSIS act 15 and miR-122 sensor -4[16.7 µM].
For COc1ccc(/C=N\NC(=O)c2ccc(F)cc2)cc1COc1cc(F)ccc1[N+](=O)[O-] the results were PAX8 inh HTS -26, EWS-Fli inh 13, CFTR F508del cor 0.4, DENV2 CPE rescue -1, INS-1E GSIS act 7 and FN deposition inh 0.
C[C@H]1CN([C@@H](C)CO)C(=O)CCCn2cc(nn2)CO[C@H]1CN(C)C(=O)CCC(F)(F)F was read as PAX8 inh HTS 10, EWS-Fli inh -2, CFTR F508del cor -2.1, INS-1E GSIS act -2, miR-122 sensor -1[16.7 µM] and FN deposition inh -9.
`O=C(COc1ccc(Br)cc1)NCc1cn2ccccc2n1` gave PAX8 inh HTS -4, EWS-Fli inh -1, CFTR F508del cor -3.9, DENV2 CPE rescue -3, INS-1E GSIS act -4 and FN deposition inh -2.
Screening Cc1ccc(CCNC(=O)CCCn2nc(C)c3c(C)n(-c4ccc(C)cc4)nc3c2=O)cc1 returned PAX8 inh HTS -3, EWS-Fli inh 1, CFTR F508del cor 1.1, DENV2 CPE rescue -1, INS-1E GSIS act 18, miR-122 sensor 0 and FN deposition inh 9.
Screening CCOc1ccc(NC(=O)COC(=O)CNC(=O)c2ccc(-c3ccccc3)cc2)cc1 returned PAX8 inh HTS -24, EWS-Fli inh -9, CFTR F508del cor -4.0, DENV2 CPE rescue -9 and INS-1E GSIS act 2.

No enrichment for hits; any-hit rate near 3.9%.
